WT yeast gro inh: growth inhibition of WT yeast, mitochondrial fusion screen; hit rate 2.1% among 190,000; inhibition, % at 10 µM; mitochondrial fusion phenotypic screen, WT strain; AID 1362; in the data active = inhibition above about 58%; tested in S. cerevisiae
Dengue-2 NS5 capping: Dengue-2 NS5 methyltransferase inhibitors, primary screen, biochemical, confirmation dose response (AID 588689). hit rate 0.3% among 340,000. inhibition, % at 25 µM, or IC50 in µM where a hit was titrated. Dengue-2 NS5 methyltransferase capping enzyme assay, biochemical; higher % means a stronger effect; in the data active = a potency from the dose series
NTR1 agonist: NTR1-driven beta-arrestin-GFP spot formation – imaging, U2OS cells, high content, primary screen (AID 493036) | activation, % at 20 µM | agonist mode | hit rate 0.17% among 330,000 | P30989;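 active = activation at or above 40% of the spot to cytoplasm intensity ratio, with at least 20 cells analyzed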;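 note: 0% = DMSO without peptide and 100% = 100 nM NTR1 peptide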
Target sequence (P30989 whole entry, looked up): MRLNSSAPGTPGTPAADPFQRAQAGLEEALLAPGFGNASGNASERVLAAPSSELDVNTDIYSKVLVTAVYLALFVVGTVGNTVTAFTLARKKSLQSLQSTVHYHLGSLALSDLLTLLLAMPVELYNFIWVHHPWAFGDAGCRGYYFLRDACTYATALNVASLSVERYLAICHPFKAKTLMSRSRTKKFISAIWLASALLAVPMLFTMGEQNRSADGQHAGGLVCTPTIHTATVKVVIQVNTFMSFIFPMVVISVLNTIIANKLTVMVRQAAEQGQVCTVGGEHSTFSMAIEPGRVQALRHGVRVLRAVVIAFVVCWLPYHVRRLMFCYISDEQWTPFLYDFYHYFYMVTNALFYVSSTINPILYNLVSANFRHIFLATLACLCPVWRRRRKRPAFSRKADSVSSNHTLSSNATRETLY
RSV CPE inhibition: RSV antiviral activity via CPE protection, HEp-2 cells, primary 10 µM value included (AID 2391); CPE inhibition, % at 10 µM; hits with a dose series show IC50 in µM; HEp-2 cells, RSV-induced CPE inhibition; higher % means a stronger effect; hit rate 0.13% among 310,000; in the data active = a potency from the dose series; note: strong numbers were not always called active
LYP phosphatase: PTPN22 lymphoid phosphatase activity blockers – biochemical, fluorescence intensity, uHTS (AID 1779); one-dose inhibition, % at 11.5 µM; IC50 in µM for titrated hits; recombinant LYP phosphatase, fluorescence intensity; higher % means a stronger effect; hit rate 0.054% among 290,000; in the data active = inhibition above about 50%;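 note: plate controls were vehicle with enzyme for no effect and no enzyme for full effect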
UTI89 phage lysis: protection from phage-mediated lysis, alamar blue read-out – E. coli UTI89, K1F phage, bacterial capsule biogenesis inhibitors (AID 488966) | E. coli UTI89 K1F phage lysis, alamar blue, 2 h; higher % means a stronger effect | one-dose inhibition, % at 100 µM; IC50 in µM for titrated hits | hit rate 0.02% among 340,000;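 active = phage lysis inhibition, versus mean bacterial control, above a set limit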;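 note: capsule biogenesis inhibitors block K1F phage lysis so surviving cells raise fluorescence; higher fluorescence means more inhibition of phage lysis; actives were called in the ten point dose series up to 300 µM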
GPR35 antagonists: GPR35 antagonists blocking zaprinast-driven arrestin recruitment, primary screen, imaging, U2OS, beta-arrestin-GFP, zaprinast agonist (AID 2058) | U2OS GPR35 beta-arrestin-GFP translocation imaging, zaprinast antagonism; higher % means a stronger effect | hit rate 0.052% among 290,000 | inhibition, % at 10 µM; hits with a dose series show IC50 in µM;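 active = inhibition of at least 50% with at least 30 cells and total cytoplasm GFP at most 10,000,000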
AID2073: inhibitors of Mint1-CaV2.2 protein interaction, biochemical, HTRF (AID 2073). HTRF protein-protein interaction, Mint1-CaV2.2; higher % means a stronger effect. inhibition, % at 20 µM; hits with a dose series show IC50 in µM. hit rate 0.19% among 290,000; in the data active = inhibition mostly above about 51%, no sharp cut-off; note: some results filed as inactive read as strong as hits
Autophagy HCS: alters autophagy in cells; MEF GFP-LC3 puncta imaging; test concentration mostly 10 µM; calls only at 10 µM (by protocol); hit rate 0.98% among 190,000;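 active = percentage of spot-positive cells more than 3 SD above its plate mean, without a fluorescence outlier flag or 80% toxicity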;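 note: spot-positive cell cutoff set from DMSO-treated cells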
WT yeast gro inh mutant strain: second read-out of WT yeast gro inh, no call of its own (marks repeat the call); inhibition, %; mitochondrial fusion phenotypic screen, mutant strain inhibition
Autophagy HCS cell loss 18 h: recorded beside Autophagy HCS, whose call it bears; toxicity, %; measured here: cell loss, nuclei count;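 cell loss after 18 h compound exposure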
NTR1 agonist cell count 20 µM: also measured in NTR1 agonist; calls as there; cell count; measured here: cell count, cytotoxicity flag
Dengue-2 NS5 capping pilot replicate: further read-out of Dengue-2 NS5 capping, marked with its call; inhibition, %; measured here: pilot screen replicate inhibition
Starred values were filed as active, the others as inactive; i = inactive; / = not tested or not shown; [ ] = another dose, or the depositor's remark.

SMILES	WT yeast gro inh	WT yeast gro inh mutant strain	Dengue-2 NS5 capping	NTR1 agonist	NTR1 agonist cell count 20 µM	RSV CPE inhibition	LYP phosphatase	UTI89 phage lysis	GPR35 antagonists	AID2073	Autophagy HCS	Autophagy HCS cell loss 18 h	others
Cc1onc(-c2c(Cl)cccc2Cl)c1C(=O)N1CCc2ccccc2C1	-10	-9	0%	1.4	55	3.8%	-6%	-0.9%	-2%	-17%	i	-5
C#CCOCCOCCOCCNc1nc(N2CCN(C(=O)[C@H]([C@@H](C)CC)n3cc(CCCCN)nn3)CC2)nc(N2CCN(C(=O)[C@H](CCCCN)n3cc(CCC(=O)O)nn3)CC2)n1	/	/	4%	-6.4	83	1.5%	/	0.8%	/	/	/	/
COc1ccc(-c2c(C)nn3c(-c4ccccc4)cc(C)nc23)cc1	18	21	2%	10	102	0.8%	2%	-1.9%	-1%	4%	i	-5
O=C(COC(=O)C1CCC1)NCc1ccccc1Cl	13	3	-5%	-0.5	60	1.3%	-5%	1.8%	6%	0%	i	39
O=c1c2sc3nc(N4CCOCC4)c4c(c3c2nnn1Cc1ccccc1)CCCC4	3	30	-1%	6.1	51	1.4%	4%	0.8%	-9%	11%	i	-9
CC(C(=O)N1CCOCCOCCOCCOCCOCC1)N1C(=O)c2ccccc2C1=O (stereo not given)	-4	14	2%	0.1	41	-0.3%	-3%	-1.4%	-13%	6%	i	-7
COc1ccc(NC(=O)CCC2COc3ccccc3O2)c(OC)c1 (stereo not given)	6	16	6%	-1.7	55	2.7%	1%	2.5%[50 µM]	-5%	-5%	i	-5
CCOc1cc(Br)c(C(=O)O)cc1OCC	-1	0	1%	-0.2	55	0.8%	-8%	5.1%	0%	4%	i	1
O=C(NC(=S)NCC1CCCO1)c1ccccc1Br (stereo not given)	-14	-15	4%	1.2	45	0.3%	-8%	3.8%	-22%	0%	i	-3
O=C(NCCc1ccccc1)C(=O)NCC1OCCN1S(=O)(=O)c1ccc(Br)cc1 (stereo not given)	/	/	-7%	-0.3	70	22%	-8%	0.3%	2%	1%	/	/
COc1cccc(CSc2nnc(-c3ccncc3)n2N)c1	/	/	0%	-1.1	84	1.9%	-12%	0.5%[50 µM]	3%	7%	/	/
Cc1ccc(-c2nnc(SCC(=O)Nc3cccc(C(=O)N4CCOCC4)c3)n2C)cc1	-14	-12	-1%	4.0	59	2.1%	2%	1.4%[50 µM]	-8%	3%	i	7
Cc1ccc(NC(=O)CSc2nc(NS(=O)(=O)c3ccc(C)cc3)cc(=O)[nH]2)cc1	0	2	-5%	18	81	2.2%	-1%	0.7%	4%	-3%	i	-5
FC(F)(F)c1ccccc1CNCc1ccncc1	/	/	-1%	-1.7	47	1.2%	-9%	0.5%	-7%	-3%	/	/
CC1CCN(C(C(=O)NC2CCCCC2)c2cc3c(cc2[N+](=O)[O-])OCO3)CC1 (stereo not given)	33	4	-1%	6.5	44	5.9%	-2%	1.2%[50 µM]	8%	-15%	i	21
COc1cc2[nH]c(=O)c(C(=O)NCc3ccccc3Cl)c(O)c2cc1OC	/	/	/	-0.1	53	3.0%	4%	1.8%	6%	4%	/	/
COc1ccc(CC(=O)NCC2CCCN(Cc3ccc(OC)cc3F)C2)cc1 (stereo not given)	/	/	-3%	-0.6	44	-0.7%	-10%	0.3%	1%	6%	/	/	Dengue-2 NS5 capping pilot replicate=2.1
O=S(=O)(c1ccccc1)N1CCN(CC(O)COc2ccc3c(c2)CCC3)CC1 (stereo not given)	32	15	1%	1.6	54	1.5%	-5%	0.0%	7%	-1%	i	-8
Cc1cccc(NC(=S)N2CCN(S(C)(=O)=O)CC2)c1	/	/	0%	5.0	60	0.3%	-7%	1.3%[50 µM]	-10%	-6%	/	/
Cc1ccccc1/C=N/Nc1nc2ccccc2[nH]1	23	16	-6%	0.6	22	-1.0%	-4%	-0.7%	-6%	5%	i	-4
Cc1cc(NC(=O)CSc2nc3sc(C)c(C)c3c(=O)n2C2CCCC2)no1	-1	-9	-4%	0.6	64	1.8%	-6%	-0.5%	8%	0%	i	-1
O=S(=O)(c1cccc(S(=O)(=O)N2CCCC2)c1)N1CCCCC1	/	/	-5%	1.9	52	1.0%	-4%	0.2%	-12%	-4%	/	/
Cc1ccc(S(=O)(=O)NCCOC(=O)Nc2sc(=S)n(C)c2C)cc1	-2	-2	-2%	0.6	54	-0.8%	7%	0.6%	-7%	-26%	i	2
COc1ccc(/C(C)=N/NC(=O)C2CC2)cc1	-22	-4	-3%	0.7	34	6.1%	-8%	-0.3%	16%	-8%	i	13
N/C(CC(=O)NCCOc1ccccc1)=N\O	-7	-7	-8%	-0.6	54	0.2%	-4%	1.2%	-26%	-14%	i	-2

The list goes on, starting with the last 3 of the part before.
SMILES	WT yeast gro inh	WT yeast gro inh mutant strain	Dengue-2 NS5 capping	NTR1 agonist	NTR1 agonist cell count 20 µM	RSV CPE inhibition	LYP phosphatase	UTI89 phage lysis	GPR35 antagonists	AID2073	Autophagy HCS	Autophagy HCS cell loss 18 h	others
Cc1ccc(S(=O)(=O)NCCOC(=O)Nc2sc(=S)n(C)c2C)cc1	-2	-2	-2%	0.6	54	-0.8%	7%	0.6%	-7%	-26%	i	2
COc1ccc(/C(C)=N/NC(=O)C2CC2)cc1	-22	-4	-3%	0.7	34	6.1%	-8%	-0.3%	16%	-8%	i	13
N/C(CC(=O)NCCOc1ccccc1)=N\O	-7	-7	-8%	-0.6	54	0.2%	-4%	1.2%	-26%	-14%	i	-2
Cc1cccc(NC(=O)c2cc3c(=O)n4ccccc4nc3s2)c1	/	/	-2%	3.5	51	1.8%	-5%	0.0%	-5%	-4%	/	/
O=C(CCC(=O)OCC(=O)c1cccc([N+](=O)[O-])c1)NC1CCCCC1	/	/	7%	0.7	41	2.5%	-2%	-1.5%	-6%	1%	/	/
COc1ccc(N2CCN(C(=O)Cc3ccc(C)cc3)CC2)cc1	/	/	-3%	1.4	60	0.3%	-5%	0.4%	10%	-6%	/	/
O=C(NCCCCc1ccccc1)c1ccccc1	6	-4	-6%	0.0	74	12%	-1%	0.4%	1%	4%	i	4
CCOC(=O)C(Cc1c[nH]c2ccccc12)NC(=O)c1ccco1 (stereo not given)	-15	-20	6%	-1.4	48	0.4%	-3%	-0.2%	33%	-1%	i	-15
C=CCNC(=O)c1onc(CSc2nc3ccccc3[nH]2)c1C(=O)NCC=C	/	/	-6%	-3.8	84	0.9%	-9%	1.2%	9%	5%	/	/
O=C(NC1CCCC1)C1CC(=O)N(CCc2ccccc2)C1 (stereo not given)	-5	5	-12%	0.0	41	0.5%	-4%	-0.2%	-10%	1%	i	-8
Cc1c(C(=O)NC2CC(=O)N(c3ccc4c(c3)OCCO4)C2)cccc1[N+](=O)[O-] (stereo not given)	/	/	-4%	-1.2	53	0.5%	/	1.4%[50 µM]	/	/	/	/
O=C(OCCN1C(=O)c2ccccc2C1=O)c1ccc(S(=O)(=O)N2CCCCCC2)cc1	4	-1	-4%	1.4	88	1.6%	8%	-0.3%	7%	0%	i	11
Cc1cc(C)c(-c2cc(NC(=O)COC(=O)c3ccc(C#N)cc3)n(-c3ccccc3)n2)cc1C	10	8	3%	0.1	83	4.9%	2%	0.0%	-13%	18%	i	-14
NC(=O)COc1c(-c2ccccc2)oc2ccccc2c1=O	8	8	-2%	0.6	45	2.0%	-5%	1.5%	1%	-9%	i	3
Cc1cccc(C2Nc3ccccc3C(=O)N2CCc2ccccc2)n1 (stereo not given)	6	13	7%	0.6	52	2.2%	-7%	0.0%	13%	10%	i	-57
CSc1nnc(C)c(=O)n1COC(=O)/C=C/c1ccccc1	0	0	0%	1.0	50	0.7%	-2%	0.1%	-5%	0%	i	1
CC(=O)N1CCN(CC(=O)Nc2ccc(C)c(F)c2)CC1	/	/	-2%	0.1	93	0.8%	-6%	0.1%	3%	18%	/	/
CCOC(=O)c1sc(NC(=O)CSc2n[nH]c(-c3ccc(Cl)cc3Cl)n2)c(C#N)c1C	58*	39*	5%	12	68	8.4%	1%	1.1%	11%	-6%	i	1	Dengue-2 NS5 capping pilot replicate=3.5
CC1(C)CC(=O)c2sc(NS(=O)(=O)c3ccc(F)cc3)nc2C1	4	8	-11%	0.7	49	0.3%	-6%	3.0%	1%	5%	i	18
CN(C)C(=O)c1cc(C(=O)c2ccccc2C(F)(F)F)c[nH]1	-3	1	-7%	-0.2	33	18%	-2%	-0.3%	2%	1%	i	21
Cc1ccc(NC(=O)CN(C)S(=O)(=O)c2cccc3cccnc23)cc1C	/	/	-1%	-0.3	63	5.8%	-14%	-1.2%	-4%	-1%	/	/
Cc1c(Br)c(C(F)(F)F)nn1CC(=O)NCCN1CCOCC1	-9	-11	-3%	0.4	38	-0.1%	-1%	0.2%	-16%	-10%	i	-5
Cc1ccc(CNCC(O)c2ccccc2)s1 (stereo not given)	/	/	-2%	0.3	66	0.4%	-7%	-1.0%	2%	15%	/	/
CC1=NN(C(N)=S)C(=O)C1N=Nc1cccc(C(=O)O)c1 (stereo not given)	/	/	14%	2.3	57	1.2%	-3%	-0.2%	3%	-10%	/	/
O=C(NN(c1ccccc1)c1ccccc1)c1ccccc1F	/	/	-4%	0.6	61	1.1%	-6%	0.9%	7%	-3%	/	/
CC(C)OC(=O)CC1C(=O)NCCN1C(=S)NC(=O)c1cccs1 (stereo not given)	13	12	12%	1.2	81	1.4%	-6%	0.2%	9%	-9%	i	16

Structures shown so far with an aryl thioether with sulfur outside any ring:
SMILES	WT yeast gro inh	WT yeast gro inh mutant strain	Dengue-2 NS5 capping	NTR1 agonist	NTR1 agonist cell count 20 µM	RSV CPE inhibition	LYP phosphatase	UTI89 phage lysis	GPR35 antagonists	AID2073	Autophagy HCS	Autophagy HCS cell loss 18 h	others
COc1cccc(CSc2nnc(-c3ccncc3)n2N)c1	/	/	0%	-1.1	84	1.9%	-12%	0.5%[50 µM]	3%	7%	/	/
Cc1ccc(-c2nnc(SCC(=O)Nc3cccc(C(=O)N4CCOCC4)c3)n2C)cc1	-14	-12	-1%	4.0	59	2.1%	2%	1.4%[50 µM]	-8%	3%	i	7
Cc1ccc(NC(=O)CSc2nc(NS(=O)(=O)c3ccc(C)cc3)cc(=O)[nH]2)cc1	0	2	-5%	18	81	2.2%	-1%	0.7%	4%	-3%	i	-5
Cc1cc(NC(=O)CSc2nc3sc(C)c(C)c3c(=O)n2C2CCCC2)no1	-1	-9	-4%	0.6	64	1.8%	-6%	-0.5%	8%	0%	i	-1
C=CCNC(=O)c1onc(CSc2nc3ccccc3[nH]2)c1C(=O)NCC=C	/	/	-6%	-3.8	84	0.9%	-9%	1.2%	9%	5%	/	/
CSc1nnc(C)c(=O)n1COC(=O)/C=C/c1ccccc1	0	0	0%	1.0	50	0.7%	-2%	0.1%	-5%	0%	i	1
CCOC(=O)c1sc(NC(=O)CSc2n[nH]c(-c3ccc(Cl)cc3Cl)n2)c(C#N)c1C	58*	39*	5%	12	68	8.4%	1%	1.1%	11%	-6%	i	1	Dengue-2 NS5 capping pilot replicate=3.5

From PubChem
